Screening results from PubChem BioAssay.
p-CIP stab down: p/CIP protein destabilization. actives 0.01% (n = 290,000). F442A p/CIP-EGFP cells, EGFP fluorescence, 16 h. decrease of EGFP signal, % at 10 µM. Q05BA5;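 active = EGFP signal decrease of at least 30% at 10 µM or well 3 SD below plate mean, unless failing retest; inactive = the rest, including hits failing retest or dose response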; also: some compounds called inactive have numbers as strong as hits; many of its hits are not listed in these tables
UBC9 SUMO inh: SUMOylation inhibition | actives 0.36% (n = 290,000) | AID 2006 | HTRF SUMOylation assay, SAE1/SAE2 + UBC9, in vitro | inhibition, % at 35 µM; in the data active = inhibition above about 50%, passing the limit was not always enough; also: strong numbers were not always called active
IDE cell inh: inhibits human insulin-degrading enzyme in HEK cells | AID 434962 | FAbetaB cleavage, fluorescence polarization | actives 0.41% (n = 320,000) | P14735 | inhibition, % at 5.59 µM;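 active = percent inhibition above the average of all tested compounds plus 3 SD, set per screening campaign, cut at about 16% in these data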;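 also: IDE supplied by intact live HEK cells; FP after avidin binding of uncleaved biotin substrate so inhibition keeps polarization high; 0% = DMSO wells and 100% = 60 µM reference IDE inhibitor Ii1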
Target sequence (P14735 whole entry, looked up): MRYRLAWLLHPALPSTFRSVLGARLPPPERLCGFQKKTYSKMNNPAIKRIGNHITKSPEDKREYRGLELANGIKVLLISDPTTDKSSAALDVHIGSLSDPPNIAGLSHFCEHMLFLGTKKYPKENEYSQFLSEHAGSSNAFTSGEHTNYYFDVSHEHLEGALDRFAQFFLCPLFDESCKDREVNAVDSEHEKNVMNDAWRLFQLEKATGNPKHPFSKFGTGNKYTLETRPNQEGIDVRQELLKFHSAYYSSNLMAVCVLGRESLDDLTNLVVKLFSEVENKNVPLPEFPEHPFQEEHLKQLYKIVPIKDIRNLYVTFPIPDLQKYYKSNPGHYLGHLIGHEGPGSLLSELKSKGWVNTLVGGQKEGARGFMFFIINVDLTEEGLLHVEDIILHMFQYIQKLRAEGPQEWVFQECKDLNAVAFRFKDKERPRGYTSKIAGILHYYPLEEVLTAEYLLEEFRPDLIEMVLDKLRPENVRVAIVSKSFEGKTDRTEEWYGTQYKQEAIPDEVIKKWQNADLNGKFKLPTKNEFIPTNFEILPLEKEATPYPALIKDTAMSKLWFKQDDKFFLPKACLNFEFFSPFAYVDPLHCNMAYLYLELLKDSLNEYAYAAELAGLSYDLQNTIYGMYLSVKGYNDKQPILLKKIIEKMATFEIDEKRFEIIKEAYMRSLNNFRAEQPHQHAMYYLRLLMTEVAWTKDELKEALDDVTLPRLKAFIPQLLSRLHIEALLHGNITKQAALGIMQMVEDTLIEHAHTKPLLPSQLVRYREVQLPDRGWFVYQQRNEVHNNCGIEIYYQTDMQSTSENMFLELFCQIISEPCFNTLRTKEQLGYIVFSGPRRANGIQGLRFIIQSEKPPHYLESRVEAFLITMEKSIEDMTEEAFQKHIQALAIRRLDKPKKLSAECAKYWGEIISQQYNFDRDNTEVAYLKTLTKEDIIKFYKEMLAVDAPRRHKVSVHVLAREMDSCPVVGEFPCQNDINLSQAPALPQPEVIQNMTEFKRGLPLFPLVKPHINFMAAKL
HCV NS3 hel inh: inhibitors of Hepatitis C virus NS3 helicase. NS3 helicase DNA unwinding, Cy5 molecular beacon fluorescence. AID 1800. actives 0.56% (n = 290,000). inhibition, % at 10.9 µM;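 active = inhibition above the mean of all tested compounds plus 3 SD, set per campaign, cut at about 35% in these data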;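 also: 0% = DMSO wells and 100% = thioflavine S control wells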
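Compound dosing – single dose, 10.9 µM nominal final, DMSO 0.8% final · System – NS3 helicase fragment of HCV · Buffer or medium – MOPS pH 6.5, MgCl2, DTT, Tween20, BSA · Signal – Cy5 beacon fluorescence read at start and 1 h · Also added – annealed dual-labelled DNA beacon duplex, ATP-started · Schedule – 1 h at 25 °C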
DNA FID counter: fluorescent intercalator displacement, NS3 helicase counter-screen | DNA fluorescent intercalator displacement, fluorescence | inhibition, % at 7.9 µM | actives 0.17% (n = 290,000) | AID 1845; in the data active = inhibition above about 37%;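 also: 0% = vehicle and 100% = reference compound; higher means more ethidium bromide displaced from hairpin DNA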
PfM18AAP inh: blocks P. falciparum M18 aspartyl aminopeptidase. inhibition, % at 7.35 µM. recombinant PfM18AAP, H-Glu-NHMec fluorogenic cleavage. actives 1.2% (n = 290,000). AID 1822;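 active = inhibition above the campaign mean inhibition over all tested compounds plus 3 SD, cut at about 28% in these data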;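 also: 0% = plate median of test compound wells and 100% = 2 mM ZnCl2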
VIM-2 inh: inhibitors of Pseudomonas aeruginosa VIM-2 metallo-beta-lactamase; purified VIM-2, nitrocefin hydrolysis, epi-absorbance fluorescence; inhibition, % at 5.6 µM; AID 1527; actives 0.89% (n = 290,000);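 active = inhibition above the mean of all tested compounds plus 3 SD, cutoff set per screening run, cut at about 7.5% in these data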;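 also: red hydrolysis product quenches plate fluorescence so inhibitors raise well fluorescence; 0% = enzyme with DMSO and 100% = DMSO without enzyme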
IMP-1 inh: inhibitors of Pseudomonas aeruginosa IMP-1 metallo-beta-lactamase; purified IMP-1, nitrocefin hydrolysis, epi-absorbance fluorescence; inhibition, % at 5.6 µM; actives 0.45% (n = 290,000);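 active = inhibition above the mean plus 3 SD of all compounds in the same screening run, cut at about 4.5% in these data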;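 also: 0% = IMP-1 with DMSO and 100% = DMSO wells lacking enzyme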
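System: Purified IMP-1 | Read-out basis: Percent enzyme inhibition | Controls: IMP-1 with DMSO as 0%, enzyme-free DMSO as 100% | Replicates: One well per compound | Doses: 5.6 µM nominal single concentration | Detection: Epi-absorbance fluorescence, 480 nm excitation, 530 nm emission | Incubation: 25 °C, 15 min preincubation, 25 min reaction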
IDE cell activ: activators of human insulin-degrading enzyme in cells. P14735. HEK cells, FAbeta-B cleavage, fluorescence polarization; 0% vehicle, 100% cell-free pure enzyme wells. activation, % at 5.96 µM. actives 0.073% (n = 340,000);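 active = activation above the mean of all tested compounds plus 3 SD, set per screening campaign, cut at about 17% in these data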
Numbers without * were called inactive; . = not tested or not shown.

SMILES	p-CIP stab down	UBC9 SUMO inh	IDE cell inh	HCV NS3 hel inh	DNA FID counter	PfM18AAP inh	VIM-2 inh	IMP-1 inh	IDE cell activ
O=C(/C=C\c1ccccc1)Oc1cccc2cccnc12	2	-13	-4	7	-1	-6	-1.7	-2.5	1
N#CCCN(Cc1ccccc1)C(=O)c1cccs1	4	-8	0	-31	-2	-4	-0.2	-2.4	3
O=C(Nc1ccccc1)C1=C(c2ccccc2)S(=O)(=O)CCS1(=O)=O	-32	11	.	19	1	-33	-2.6	-2.2	-10
CCc1nc2c(cnn2-c2ccc(F)cc2)c(=O)n1-c1ccc(N2CCC(C)CC2)cc1	-16	-4	3	0	-1	-10	-4.3	-1.9	-2
O=C(CC(=O)Nc1ccc(F)cc1F)Nc1ccc(F)cc1F	-11	19	8	1	-2	-7	-1.3	-3.3	2
COc1ccc(C(=O)N2CCN(c3cnn(-c4ccccc4)c(=O)c3Cl)CC2)cc1	3	1	8	-1	-24	9	-1.3	-2.0	4
CCOC(=O)C1CCCN(C(=O)COc2ccc(S(=O)(=O)N(CC)c3ccccc3)cc2)C1 (stereo not given)	-12	1	3	-3	-50	7	-2.9	-2.5	5
COc1ccc(OC)c(S(=O)(=O)N2CCC(NC(=O)c3ccccc3)CC2)c1	2	3	1	0	-27	3	-2.7	-2.5	2
COc1cccc(OCc2cc(C(=O)N3CCN(C)C(c4ccccc4)C3)no2)c1 (stereo not given)	1	.	4	-14	-21	1	-0.6	-1.6	8
COc1ccccc1CN1CC(C(=O)NCCc2ccc(Cl)cc2)CC1=O (stereo not given)	1	6	1	1	-41	2	-0.9	-2.4	2
Cc1cccc(NC(=O)c2ccc3c(c2)CCN3S(C)(=O)=O)c1	-5	6	.	0	-10	-16	-0.1	-1.3	1
CCNC(=O)/C(C#N)=C/c1c(N2CCN(c3ccccc3)CC2)nc2c(C)cccn2c1=O	8	-11	2	-10	-35	5	1.3	-1.5	3
Cc1ccc(CN2C(=O)c3ccccc3NC2c2ccccn2)cc1 (stereo not given)	-4	5	6	-2	-15	0	-2.5	-4.2	4
COc1cc(/C=C/C(=O)O)ccc1OCc1ccccc1C#N	6	-3	3	2	-4	-7	0.4	-0.3	8
O=C(CS(=O)c1ccc(C(F)(F)F)cc1[N+](=O)[O-])Oc1ccc(Cl)cc1 (stereo not given)	1	12	4	8	-6	1	0.0	0.1	-1
COc1ccccc1CNC(=O)C1CCN(S(=O)(=O)c2cccc3cccnc23)CC1	-12	-4	4	3	-24	5	-4.8	-3.4	3
O=C1CCC(=O)N1Cc1c(Cl)cccc1Cl	-14	25	2	10	-4	-7	-1.5	-2.5	5
CS(=O)(=O)N(CC(=O)NCc1ccccc1)C1CCCCC1	-7	10	-5	-5	-10	-1	-1.9	-1.3	0
CN(C)C(=O)C1C2NC(=S)N(c3cccc(Cl)c3)C1(C)Oc1ccc(Cl)cc12 (stereo not given)	8	-36	0	6	-24	1	-3.5	-2.5	3
COC(=O)c1ccc(Nc2c([N+](=O)[O-])ccc3nonc23)cc1	-2	8	1	9	-1	5	-4.0	-2.9	4
c1ccc(CNCc2ccco2)cc1	11	-18	1	1	-1	1	0.0	-2.8	2
Cc1ccc(NC(=O)CSc2ncn(-c3ccccc3)n2)cc1C	-10	-6	-2	7	-21	0	-2.6	-4.0	8
CN1/C(=C\C(=O)COC(=O)CNC(=O)c2ccccc2F)C(C)(C)c2ccccc21	-4	16	-4	-12	-24	4	-2.6	-2.3	4
C#CCOCCOCCOCCNc1nc(N2CCN(C(=O)[C@H]([C@@H](C)CC)n3cc(CCCN=C(N)N)nn3)CC2)nc(N2CCN(C(=O)[C@H](Cc3ccc(O)cc3)n3cc(CCO)nn3)CC2)n1	-2	-5	5	-75	19	5	-1.4	-1.4	-1
Cc1cccc(NC(=S)N(CCCN2CCOCC2)Cc2ccco2)c1	5	-9	-1	-11	0	1	-1.7	-2.0	6
O=C1[C@@H]2C(c3cccnc3)=NO[C@@H]2C(=O)N1c1ccc(Cl)cc1Cl	8	13	1	0	-8	-21	-0.3	-0.1	-6
COC(=O)C(CCCCNC(=O)c1ccc([N+](=O)[O-])cc1)NC(=O)c1ccc([N+](=O)[O-])cc1 (stereo not given)	-12	5	3	17	7	-7	-3.9	-3.4	2
O=C(CC1CC2CCC1C2)Nc1nc(-c2ccccn2)cs1 (stereo not given)	3	20	0	10	-20	4	-2.2	-3.0	-4
CCN(CC)CCCN(Cc1cc2cc3c(cc2[nH]c1=O)OCO3)C(=S)NCCOC	-1	10	-7	-16	-4	0	0.6	-2.9	-4
CS(=O)(=O)c1ccc(Cl)c(NC(=O)C2CC(=O)N(Cc3ccccc3)C2)c1 (stereo not given)	4	12	10	-1	-5	-1	-0.9	-2.0	-5
CN1C2CCC1CC(N(CCc1ccccc1)C(=O)c1ccc(Cl)cc1)C2 (stereo not given)	-4	12	-1	-34	10	-5	-1.5	-0.2	5
CC(C)CCNC(=O)NC(=O)CSc1nnc(COc2ccccc2Cl)o1	2	-15	1	-13	-27	4	-4.8	-3.8	5
CSc1nc2ccc(Cl)cc2[nH]1	-9	4	5	-5	1	4	-3.9	-7.2	2
Cc1cc(C)cc(NS(=O)(=O)c2cc(Br)cnc2N)c1	-1	.	4	-18	-20	-1	0.5	-1.0	3
Cc1ccccc1NC(=O)CCS(=O)(=O)c1ccc(Br)cc1	3	-5	4	1	-6	-4	-0.7	1.8	-1
COc1ccc(N2CCN(C(=O)C(=O)c3cn(CC(=O)N4CCCCCC4)c4ccccc34)CC2)cc1	-28	0	-5	-7	-53	13	-1.1	-0.9	2
CC(O/N=C/c1ccccc1OC(F)F)C(=O)Nc1cccc(S(=O)(=O)N2CCOCC2)c1 (stereo not given)	-3	-5	3	-9	-14	-5	-3.2	-5.9	2
Cc1nn(C)c2ncc(C(N)=O)c(Oc3cccnc3)c12	-7	17	0	13	1	-2	-1.3	0.1	2
Cc1cccc(C)c1Nc1nnc(SCC(=O)Nc2sccc2C#N)s1	2	22	7	23	-32	5	-2.6	-5.7	1
O=C(O)/C=C/c1ccc(S(=O)(=O)N2CCN(CCN3C(=O)C4C5C=CC(C5)C4C3=O)CC2)cc1 (stereo not given)	3	2	-8	-7	-20	-1	-1.6	-1.7	6

Quoted from above, three compounds:
SMILES	p-CIP stab down	UBC9 SUMO inh	IDE cell inh	HCV NS3 hel inh	DNA FID counter	PfM18AAP inh	VIM-2 inh	IMP-1 inh	IDE cell activ
Cc1nn(C)c2ncc(C(N)=O)c(Oc3cccnc3)c12	-7	17	0	13	1	-2	-1.3	0.1	2
Cc1cccc(C)c1Nc1nnc(SCC(=O)Nc2sccc2C#N)s1	2	22	7	23	-32	5	-2.6	-5.7	1
O=C(O)/C=C/c1ccc(S(=O)(=O)N2CCN(CCN3C(=O)C4C5C=CC(C5)C4C3=O)CC2)cc1 (stereo not given)	3	2	-8	-7	-20	-1	-1.6	-1.7	6

Next compounds:
SMILES	p-CIP stab down	UBC9 SUMO inh	IDE cell inh	HCV NS3 hel inh	DNA FID counter	PfM18AAP inh	VIM-2 inh	IMP-1 inh	IDE cell activ
Cc1ccc(C)c(NC(=O)CN(C)C(=O)c2cccc(S(=O)(=O)N(C)C)c2)c1	-1	9	4	-6	-4	-6	-1.7	-1.9	8
CC1CCCN(C(=S)SCC(=O)c2cc(Br)cc(Br)c2O)C1 (stereo not given)	-8	23	-6	5	5	6	-3.8	-1.2	1
Cc1cc(C)n(CC(=O)c2cccc([N+](=O)[O-])c2)n1	5	-2	-2	-5	1	1	-1.7	-2.5	2
CCCc1oc(C(=O)O)cc1CN	-3	8	8	-3	-3	-1	-1.5	-1.8	0
Oc1ccc(Br)cc1-c1nc2cnccn2c1NC1CCCC1	-4	28	6	-1	-1	6	-1.4	-2.5	1
N#CNC(=Nc1cccc(F)c1)SCc1cccc(F)c1	-34	11	0	0	0	0	-1.6	-3.7	4
COC(=O)c1ccc(OCC(O)CN2CCN(CC(O)COc3ccc(C(=O)OC)cc3)CC2)cc1 (stereo not given)	0	0	0	-8	4	-4	0.5	-1.6	2
O=C(COc1ccc(S(=O)(=O)N2CCCC2)cc1)Nc1ccc(F)cc1	-6	8	-6	5	-25	0	-2.5	-1.0	1
COC(=O)c1[nH]nc2c1C(=O)N(C1CCCCC1)C2=O	7	11	2	0	-1	-1	-2.2	-4.0	2
COc1cc(C(=O)Oc2cccc(C=O)c2)cc(OC)c1OC	-12	1	4	-10	-2	1	-0.2	0.4	0
CC1CC(C)CN(CCCNC(=O)COc2cc(=O)n(C)c3ccccc23)C1 (stereo not given)	-8	3	-2	11	3	3	0.5	-1.9	0
COc1ccc(/C=N/N=C2/NC(=O)C(c3ccccc3)S2)c(OC)c1 (stereo not given)	-1	-2	5	10	-3	6	-1.1	-2.0	3
O=C(NCC1CCN(Cc2ccccc2F)CC1)Nc1ccccc1F	9	-5	2	2	2	1	-3.0	-3.1	0
CC(C)c1ccc(OCC(=O)NC2CC(C)(C)NC(C)(C)C2)c(Br)c1	-13	5	3	-21	23	1	-1.6	-1.5	5
COc1ccc(CC(=O)NCC2CCCN(Cc3ccc(OC(F)(F)F)cc3)C2)cc1 (stereo not given)	5	-9	-2	-9	11	0	-1.1	-2.7	2
O=C(CSc1nnc(C2CC2)n1CC1CCCO1)Nc1cccc(Cl)c1 (stereo not given)	-17	10	-3	1	-19	-14	-1.4	-4.6	-2
Cn1cnnc1SCC(=O)c1ccco1	3	1	-3	4	1	2	0.2	-1.9	-4
CCOC(=O)c1c(C)[nH]c(C(=O)NCc2ccco2)c1C	-7	4	-3	16	-6	3	-3.1	-1.4	.
Cc1cc(C(=O)Nc2cc(C)n(Cc3ccc(Cl)cc3)n2)no1	-14	-12	-4	1	-19	1	-4.0	-4.1	6
CCOc1cc2[nH]c(=S)n(C(C)C)c(=O)c2cc1OCC	6	-14	3	4	-16	2	-5.3	-5.0	-2
COc1cccc(/C=N/NC(=O)C(=O)N2CCCC2)c1OC	-7	16	7	8	-8	10	2.9	0.7	7
Cc1ccc2nsnc2c1S(=O)(=O)Nc1ccccc1C(=O)O	-4	19	-5	-1	-3	-4	-0.4	-1.5	1
COCCN1C(=O)c2ccccc2C(C(=O)NCC2CCCO2)C1c1c[nH]c2ccccc12 (stereo not given)	5	5	-4	3	-13	0	-1.2	-5.2	4
O=S(=O)(c1cc(Cl)ccc1Br)N1CCOCC1	1	6	-3	0	-1	5	0.6	-0.3	1
COCCCC1CCN(Cc2nc(Cc3ccccc3Cl)no2)CC1	-5	12	-2	4	-25	3	-1.6	-5.5	5
CCC/C=N/Nc1nc2ccccc2s1	-5	0	-2	2	-2	35*	-4.2	-3.9	5
COc1ccc(-c2nnn(CC(=O)c3c[nH]c4ccccc34)n2)cc1OC	-6	-4	1	-7	2	7	-0.4	-1.6	3
N#Cc1ccc(N2Cc3ccccc3C2=NC(=O)c2cccs2)cc1	3	-1	-1	2	2	0	-0.6	-0.1	3
